Bioassay records (PubChem)
TDP1 block: blocks human tyrosyl-DNA phosphodiesterase 1; recombinant TDP1, AlphaScreen DNA substrate cleavage; Potency, µM (top dose mostly 130 µM), inactives show at the top dose activity change, negative = inhibition, hits mostly inhibitors; actives 0.28% (n = 350,000); also: nearly all actives have a fitted effect of over 40% in size
Target sequence (Q9NUW8 whole entry, looked up): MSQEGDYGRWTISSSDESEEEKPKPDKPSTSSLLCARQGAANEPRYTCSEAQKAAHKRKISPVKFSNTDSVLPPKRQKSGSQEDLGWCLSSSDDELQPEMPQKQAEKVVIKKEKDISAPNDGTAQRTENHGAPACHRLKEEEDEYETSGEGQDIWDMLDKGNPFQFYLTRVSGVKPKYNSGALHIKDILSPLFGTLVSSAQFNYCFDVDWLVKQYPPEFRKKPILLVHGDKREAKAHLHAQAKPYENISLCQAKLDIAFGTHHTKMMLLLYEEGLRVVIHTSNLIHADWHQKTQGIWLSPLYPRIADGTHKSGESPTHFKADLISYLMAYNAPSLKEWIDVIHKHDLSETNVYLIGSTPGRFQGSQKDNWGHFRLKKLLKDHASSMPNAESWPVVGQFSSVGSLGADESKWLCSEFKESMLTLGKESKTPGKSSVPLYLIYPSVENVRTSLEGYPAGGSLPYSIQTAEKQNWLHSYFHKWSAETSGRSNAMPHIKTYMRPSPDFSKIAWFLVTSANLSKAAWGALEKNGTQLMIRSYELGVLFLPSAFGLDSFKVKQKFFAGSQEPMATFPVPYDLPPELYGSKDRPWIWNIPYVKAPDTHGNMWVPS
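Signal: AlphaScreen proximity between streptavidin donor and anti-FITC acceptor beads on intact substrate. Reaction: Tdp1 1 nM, substrate 15 nM final, 5 min RT after 15 min compound preincubation.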
DT40 TDP1 CPT: growth inhibition of DT40 Tdp1-/-;hTDP1 cells with camptothecin (screen for TDP1 inhibitors); chicken DT40 Tdp1-/-;hTDP1 cells + 20 nM CPT, ATP luminescence, 48 h; Potency, µM (doses to about 46.2 µM), for inactives: at the top dose activity change, negative = growth inhibition, usual class: inhibitors; actives 12% (n = 420,000); AID 686979; also: nearly all actives have a fitted effect of over 55% in size
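Chicken DT40 Tdp1-/- cells complemented with human TDP1, 400 cells/well, exposed to compounds plus 20 nM camptothecin for at least 48 h at 37 C; viability read as ATP content by CellTiter-Glo luminescence.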
TDP1 cell noCPT: qHTS for Inhibitors of human tyrosyl-DNA phosphodiesterase 1 (TDP1): qHTS in cells in absence of CPT. DT40 Tdp1-/- hTDP1 cells, no CPT, ATP luminescence, 48 h. Potency, µM (highest dose often 46.2 µM), for inactives: top-dose activity change, negative = growth inhibition, hits mostly inhibitors. actives 15% (n = 420,000). AID 686978, 2013; also: nearly all actives have a fitted effect of over 55% in size
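A cellular qHTS used chicken DT40 cells lacking endogenous Tdp1 but carrying stably transfected human TDP1. Compounds were applied without camptothecin, and cell growth kinetics were judged by ATP-dependent luminescence after ≥48 hr.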
Starred values were filed as active, the others as inactive; ? = inconclusive; nt = no result given; & = joins results of further samples; [ ] = remark or other dose. Calls follow the shape of the dose curve; as a rule, active = well fitted curve in the direction sought with a large enough effect; inconclusive = small, poorly fitted or top-dose-only effect, or another doubt; inactive = no such curve, though single readings can be large; an effect the other way counts as inactive or inconclusive. % is scaled to controls: 0 for no effect and ±100 for the full control effect; potency is read from the fitted curve at half-maximal effect.

Molecule	DT40 TDP1 CPT	TDP1 block	TDP1 cell noCPT
Cc1noc(C)c1NC(=O)N(C)C[C@H]1Oc2ccc(NC(=O)Nc3ccc4c(c3)OCO4)cc2C(=O)N([C@H](C)CO)C[C@@H]1C	0.6%	0.4%	1.8%
COCCNc1nc2c(c(=O)n(C)c(=O)n2C)n1Cc1c(F)cccc1Cl	1.84µM*	nt	2.59µM*
Clc1ccc2c(c1)N=C(N1CCNCC1)c1ccccc1N2	13µM*	11.0%&11.9%	9.2µM*
O=C1CCN(CCCN2CCC(=O)NC2=S)C(=S)N1	1.7%	nt	8.0%
C/C(=N\NC(=S)NCc1ccccc1)c1ccc(C(C)(C)C)cc1	18.4µM*	10.3%	23.1µM*
COc1ccc(NC(=O)Nc2ccc3c(c2)N(C)C(=O)CS3)cc1Cl	?	4.9%	?
Cc1ccnc(NC2c3ccccc3C(=O)N2Cc2ccccc2Cl)c1 (configuration not stated)	?	7.9%	25.9µM*
COc1ccc(C(=O)C2CCCN(C3Cc4ccccc4C3)C2)c(OC)c1 (configuration not stated)	20.6µM*	5.6%	10.3µM*
NC(=O)c1nsc(C(=O)N(Cc2cccnc2)C(C(=O)NCc2ccc(F)cc2)c2ccc(F)cc2)c1N (configuration not stated)	-28.3%	11.6%	-25.2%
Cc1nn2c(C)c(C(=O)NCc3cccc(Br)c3)cnc2c1-c1ccccc1	?	0.6%	-19.8%
O=C(CCCn1c(SCc2cc(=O)n3ccccc3n2)nc2ccccc2c1=O)NCC1CCCO1 (configuration not stated)	-16.0%	1.2%	?
Cc1cc(C(=O)N/N=C/c2cccnc2)n[nH]1	-13.6%	2.7%	-7.2%
CN(C)CCCNc1ccc(S(N)(=O)=O)cc1[N+](=O)[O-]	-12.0%	2.8%	-4.8%
O=C(c1ccccc1)N1CCN(C(=O)c2nn3c(C(F)(F)F)cc(-c4ccco4)nc3c2Br)CC1	?	16.2%[0.0935 µM]	?
N/C(CC(=O)Nc1ccc(F)cc1F)=N\OC(=O)c1cccs1	?	2.7%	?
O=C(c1ccco1)N1CCN(C(=O)c2snc3ccc(Cl)cc23)CC1	-24.5%	6.2%	?
CCOC(=O)C1CCN(C(=O)c2ccc(OCC)c(OCC)c2)CC1	?	7.0%	3.2%
CCN1C(=O)c2ccccc2S(=O)(=O)c2ccc(C(=O)NCc3cccnc3)cc21	-15.5%	2.2%	-5.1%
COc1ccc(CNC(=O)C2CCCN(S(=O)(=O)c3cc(C)ccc3OC)C2)cc1 (configuration not stated)	?	8.7%	?
NC1=NC(=O)/C(=C\c2cccnc2)S1	?	5.3%	-23.8%
S=C(Nc1ccc(Nc2ccccc2)cc1)NC1CCCCCC1	23.1µM*	8.1%	16.4µM*
COCCN(C(=O)c1cc(-c2ccco2)nc2ccccc12)c1c(N)n(Cc2ccccc2)c(=O)[nH]c1=O	1.8%	-21.0%	?
COc1ccc(CCNC(=O)CSc2nnc(CNC(=O)c3cccs3)o2)cc1OC	-3.6%	6.8%	-2.7%
CCOC(=O)c1ccc2[nH]c(C)cc(=O)c2c1	-25.4%	1.0%	?
COc1ccccc1NC(=O)N1CCCC(CNC(=O)c2ccccc2Cl)C1 (configuration not stated)	-2.4%	0.8%	16.8%

Filtered by structure, the entries above with two or more sulfur atoms (2)
Molecule	DT40 TDP1 CPT	TDP1 block	TDP1 cell noCPT
O=C1CCN(CCCN2CCC(=O)NC2=S)C(=S)N1	1.7%	nt	8.0%
COc1ccc(CCNC(=O)CSc2nnc(CNC(=O)c3cccs3)o2)cc1OC	-3.6%	6.8%	-2.7%

Following part.
Molecule	DT40 TDP1 CPT	TDP1 block	TDP1 cell noCPT
OCCNC(=S)NC1CCCCC1	-3.1%	2.3%	-14.5%
CN(C(=O)CSc1nc2cc(C(=O)O)ccc2c(=O)n1Cc1ccccc1)C1CCS(=O)(=O)C1 (configuration not stated)	-1.2%	3.7%	-1.0%
CCC(=O)Nc1cc(NC(=O)CSc2ncc(-c3ccc(F)cc3)n2Cc2ccco2)ccc1C	-14.1%	8.3%	6.2%
COc1ccc(Cc2nnc(NC(=O)CSc3ccc(C)cc3)s2)cc1	-21.2%	5.6%	?
CC(=O)C1=C(O)C(=O)N(c2cccnc2)C1c1cccc([N+](=O)[O-])c1 (configuration not stated)	-6.7%	3.9%	?
CN(C(=O)COc1nnc(-c2cccs2)c(-c2cccs2)n1)c1ccccc1	23.1µM*	6.1%	18.4µM*
CC(=O)Cc1nsc(NC(=O)c2ccc(Br)o2)n1	?	1.2%	1.64µM*
COc1ccc(S(=O)(=O)c2cnc3cc(OC)c(OC)cc3c2N2CCCC(C)C2)cc1 (configuration not stated)	?	7.8%	?
Cc1cccc(NC(=O)C2CCCN(c3cnccn3)C2)c1 (configuration not stated)	-2.2%	0.3%	-28.9%
CCN(C(C)=O)N(CC)c1nc(Cl)nc(NC(C)C)n1	-24.1%	0.0%	13.6%
O=C(Nc1cccc(F)c1)N1CCCCCC1	2.6%	3.3%	14.3%
O=C(CN1CCN(c2ccc(O)cc2)CC1)N(C1CC1)C1CCS(=O)(=O)C1 (configuration not stated)	-11.4%	-0.6%[56.1 µM]	-28.6%
CN1CCN(C(=S)c2ccc(-c3cccc([N+](=O)[O-])c3)o2)CC1	-27.9%	8.3%	23.1µM*
COc1ccc(Cl)cc1NC(=O)c1c(NCc2ccc(C)o2)sc2c1CCC(C)C2 (configuration not stated)	?	3.8%	16.4µM*
O=c1[nH]c(Nc2ccccc2Cl)cc2ccccc12	?	nt	?
Cc1cc(CC(=O)O)c(C)cc1CC(=O)O	0.2%	1.0%	-12.9%
Cc1[nH]n2c(=O)cc(-c3ccccc3Cl)nc2c1-c1ccccc1	9.2µM*	13.6%	2.59µM*
COc1ccc(-n2nc3cc(C)c(N)cc3n2)cc1Cl	5.0%	nt	-7.7%
COc1cc(C(=O)OCC(=O)c2ccccc2)cc2c1OCCO2	-1.6%	1.2%	-8.2%
CCN(CC(=O)Nc1ccc(NC(C)=O)cc1)C(=O)c1cccc(-n2cccc2)c1	-0.6%	nt	?
O=C(Nc1ccccc1F)c1cc(S(=O)(=O)N2CCOCC2)ccc1N1CCOCC1	-7.7%	-9.7%	-20.4%
CN(CC(=O)Nc1ccc(Cl)cc1)C(=O)c1ccc(COc2ccccc2)cc1	-24.6%	1.0%	?
CCOc1ccccc1CNC(=O)c1ccc2nc(N3CCC(C)CC3)sc2c1	?	4.9%	?
COc1ccccc1NC(=O)c1ccc(-n2cncn2)nc1	25.6%	2.9%	-6.2%
CCOC(=O)C1CCN(c2nc3c(S(=O)(=O)c4ccc(CC)cc4)nnn3c3ccc(Cl)cc23)CC1	?	-1.0%	?
COc1ccc(C(=O)CC(c2ccccc2)C2CCCCC2=O)cc1 (configuration not stated)	?	-4.7%	?
CCc1nnc(NS(=O)(=O)c2ccc(N/C=C\C(=O)c3ccc4ccccc4c3)cc2)s1	?	-11.0%	?
Cc1oc(C)c2c(=O)cc(-c3ccc4c(c3)OCO4)cc(OC(=O)c3cccc(Br)c3)c12	?	2.5%	?
COc1ccc(N(C(=O)CCl)C(C(=O)NC2CCCCC2)c2cccnc2)cc1 (configuration not stated)	3.26µM*	4.7%	2.31µM*
Cc1cc(C(=O)NNC(=O)COc2ccccc2Cl)n[nH]1	-10.1%	3.2%	-20.0%
CC(=O)Nc1ccc(NC(=O)C/C(C)=N/NC(=O)COc2cc(C)c(Br)cc2Br)cc1	-19.0%	-1.1%	-1.3%
COc1ccc2cc3c(N)nn(C(=O)c4ccccc4Cl)c3nc2c1	1.64µM*	8.1%	?
COCCN(C(=O)CSc1nnc(-c2ccccc2C)n1C)c1c(N)n(Cc2ccccc2)c(=O)[nH]c1=O	15.7%	2.3%	11.1%
Cc1cc(C)cc(N2CC(O)Cn3c2nc2c3c(=O)[nH]c(=O)n2C)c1 (configuration not stated)	15.7%	nt	-2.3%
O=C(Nc1nc2c(F)cc(F)cc2s1)C1CCN(C(=O)c2ccc(F)cc2)CC1	?	-15.9%[0.505 µM]	?
COc1ccccc1NC(=O)c1ccccc1SC	-0.2%	4.4%	-7.9%
Cc1ccc(S(=O)(=O)CCSC(=N)N)cc1	?	5.1%	16.4µM*
Cc1ccc(Cl)cc1N1CCN(C(=O)c2c(C)oc3ncnc(N4CCCCC4)c23)CC1	9.2µM*	5.3%	6.51µM*
C=CCn1c(C)cc(C(=O)COC(=O)COc2ccccc2C#N)c1C	-9.3%	9.4%	-12.3%
COC(=O)c1cc(S(=O)(=O)N2CCN(Cc3ccccc3)CC2)c[nH]1	?	3.1%	-26.9%
Cc1ccc(NC(=O)c2sccc2C)cc1[N+](=O)[O-]	5.4%	6.7%	-19.1%
CC(=O)N1c2ccc(S(=O)(=O)N3CCC(C(=O)NCCc4ccc(Cl)cc4)CC3)cc2CC1C (configuration not stated)	16.4µM*	1.2%	10.3µM*
COc1ccc(C(C(=O)NC(C)(C)C)n2c(=O)c(-c3ccccc3)nc3ccccc32)cc1 (configuration not stated)	?	nt	?
CCC(C)Sc1cccc(-c2nc3ccccn3c2NCc2ccccc2)c1 (configuration not stated)	?	1.0%	?
COc1ccc(/C=N/NC(=O)c2ccn[nH]2)cc1Cn1cc([N+](=O)[O-])cn1	-0.5%	nt	-17.2%
CC(=O)c1sc(NC(=O)CN2C(=O)CCC2=O)nc1C	-13.7%	nt	-2.2%
CCCCNC(=O)C1CC(=O)N(CCc2ccccc2)C1 (configuration not stated)	-8.4%	5.8%	-0.3%
CCCS(=O)(=O)NCCc1cc2ccc(OC)cc2[nH]c1=O	-22.6%	0.0%	-17.7%
C[n+]1ccc(C(=O)Nc2ccccc2Cl)cc1	3.9%	nt	0.0%
CCN(C(=O)COC(=O)/C=C/c1nc2ccccc2s1)c1c(N)n(Cc2ccccc2)c(=O)[nH]c1=O	-22.4%	nt	0.3%

Other results
Molecule	DT40 TDP1 CPT	TDP1 block	TDP1 cell noCPT
CS(=O)(=O)N(CC(=O)N1CCN(c2ccc(F)cc2)CC1)c1ccc(F)c(Cl)c1	?	3.0%	?
Cn1c(SCC(=O)N2CCN(c3ccccc3)CC2)nnc1-c1ccccc1	-7.8%	0.0%	-15.6%
O=C(Nc1ccccc1)Nc1c(F)cccc1F	-25.8%	2.7%	-6.9%
COc1ccc(Nc2nnc(SCC(=O)NC3CC3)s2)cc1	-0.8%	2.4%	-2.8%
CC(NC(=O)Nc1ccc(Cl)cc1)C1CCCO1 (configuration not stated)	8.8%	nt	2.1%
COc1ccccc1CC(=O)Nc1cc(S(=O)(=O)N2CCOCC2)ccc1N1CCOCC1	-21.5%	2.8%	-4.2%
CCCCn1nc(C(=O)Nc2ccc3c(c2)OCCO3)c2ccccc2c1=O	?	1.6%	?
CCOC(=O)N1CCN(C(=O)c2ccc3c(c2)N(Cc2cccc(Cl)c2)C(=O)c2ccccc2S3=O)CC1 (configuration not stated)	16.4µM*	2.4%&-1.9%	25.9µM*
COc1cccc(/C=N/NC(=O)c2ccc(CN3c4cccc5cccc(c45)S3(=O)=O)cc2)c1	4.2%	5.6%	-12.6%
O=C(Nc1ccnn1C1CCN(CC(O)CO)CC1)C1CCCC1 (configuration not stated)	-3.4%	0.6%	6.1%
CC1=C(C(=O)Nc2ccc(C(=O)N3CCN(c4cccc(Cl)c4)CC3)cc2)SCCO1	?	7.6%	-22.1%
Cc1oc2cc3oc(=O)c(CCC(=O)NCCC(=O)O)c(C)c3cc2c1C	8.6%	nt	-14.7%
Nc1nnc(SCC(=O)NN2C(=O)NC3(CCCCC3)C2=O)s1	8.0%	2.2%	-0.7%
COc1ccc(N(CC(=O)N2CCCCCC2)S(=O)(=O)c2ccccc2[N+](=O)[O-])c(OC)c1	17.1%	1.5%[0.0935 µM]	-1.1%
FC(F)(F)c1cccc(-c2nn[nH]n2)c1	-0.2%	3.0%	-12.8%
COc1cc2c(cc1OC)C(CC(=O)O)N(C(=O)Nc1cc(OC)c(OC)c(OC)c1)CC2 (configuration not stated)	3.66µM*	-3.8%	?
COc1ccc(C(C)=O)c(O)c1	?	-6.7%	-22.9%
Cc1ccc(C(=O)NCCCN2CCOCC2)c(Cl)c1	-30.0%	nt	0.0%
O=C(COC(=O)Cc1ccc(Br)cc1)Nc1ccc(N2CCOCC2)cc1	-13.0%	-1.5%	10.0%

The order is random; about 18% have a hit in one of these screens.
